miR122 inh – inhibitors of miR-122 in Huh7 cells; AID 602342; activation (reporter increase), % at 12.5 µM; Huh7 miR-122 Renilla luciferase sensor, 48 h; neutral wells = 0, positive control = 100; 0.3% of 340,000 active;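 active = mean replicate activation score at least 90 and every replicate individually at or above 90; inconclusive = only one of the two criteria met; inactive = neither criterion met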;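 also: higher luciferase means less miR-122 activity so hits act as miR-122 inhibitors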
LGR2 inh – inhibitors of bursicon-induced Drosophila LGR2 receptor cAMP signaling. inhibition, % at 9.99 µM. 0.35% of 380,000 active. HEK293 LGR2, CRE-luciferase, bursicon-stimulated, 4 h. AID 720647;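 active = drop in luminescence signal, shown as inhibition above about 50% in the replicate tests, limit read from the data, passing the limit was not always enough; inconclusive = probably only some replicates passing the limit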;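 also: agonist challenge used bursicon conditioned medium at about half maximal strength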
Cneo AK release – causes C. neoformans cell lysis | AID 651654 | lysis activity, % at 15 µM | adenylate kinase release luminescence, 4 h; normalised: neutral wells 0, clomiphene wells 100 | 0.2% of 360,000 active;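 active = mean lysis activity across replicates of at least 80%, whatever share of replicates individually reach that level; inactive = mean lysis activity below 80%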
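Test system: log-phase Cryptococcus neoformans yeast cells; Quantity: yeast cell density of 5 × 10^6 cells/mL; Buffer or medium: YPD; Doses: single compound concentration per well; Timing: 4 h at 37 °C static, read 1 h later; Measured by: AK luminescence; Read-out basis: lysis from increased AK signal; Control set: Clomiphene as positive control.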
PGC1a acetyl inh – PGC1a acetylation modulation, inhibitor mode | U2OS PGC1a acetylation, AlphaScreen anti-acetyl-lysine; with virally co-expressed GCN5 acetyltransferase | inhibition, % at 15.6 µM | 0.17% of 350,000 active | AID 651687;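 active = every replicate shows inhibition of at least 40%; inconclusive = mean inhibition at least 40% but some replicate below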;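 also: 0% = neutral control wells and 100% = positive control wells; some results beyond the cut were filed as inactive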
PAX8 inh HTS – inhibitors of PAX8 transcriptional activity in RMG-I cells; RMG-I TPO-luciferase reporter, SteadyGlo, 24 h; inhibition, % at 12.6 µM; 1.2% of 360,000 active;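 active = mean replicate inhibition at least 60% with every replicate also reaching 60%; inconclusive = only one of the two criteria is met; inactive = mean below 60% and not all replicates reaching 60%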;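 also: luciferase light reporting Pax8 driven TPO promoter activity; plate controls were median of neutral control wells for no effect and mitoxantrone controls for full effect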
CASP6 VEID inh – inhibitors of human caspase-6; P55212; purified caspase-6, Z-VEID-R110 cleavage fluorescence; inhibition, % at 12.5 µM; 0.53% of 350,000 active; AID 686996;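 active = mean inhibition across replicates at least about 35%, with every replicate also reaching that limit, limit read from the data; inconclusive = only one of the two criteria met; inactive = neither criterion met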;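 also: 0% = median of neutral control wells and 100% = no fluorescence left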
Target sequence (P55212 24-179 limits assumed): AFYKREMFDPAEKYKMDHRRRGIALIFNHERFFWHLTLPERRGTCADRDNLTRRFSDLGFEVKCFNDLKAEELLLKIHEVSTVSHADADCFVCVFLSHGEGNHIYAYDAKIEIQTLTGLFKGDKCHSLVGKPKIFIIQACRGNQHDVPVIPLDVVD
Target sequence (P55212 194-293 limits assumed): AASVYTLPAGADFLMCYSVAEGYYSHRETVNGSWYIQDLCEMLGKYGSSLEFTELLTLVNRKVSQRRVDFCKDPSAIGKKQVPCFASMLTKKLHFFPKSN
FN deposition inh – fibronectin deposition inhibition; AH1F fibroblasts, Alexa488-fibronectin deposition fluorescence, overnight; AID 743247; inhibition, % at 12.6 µM; 0.086% of 350,000 active;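 active = mean inhibition across replicates of 30% or more, regardless of how many single replicates reach that level; inconclusive = mean under 30% yet at least half of replicates reach 30%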;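 also: positive control wells lacked labelled fibronectin entirely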
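Material: AH1F fibroblasts assembling fluorescent fibronectin matrix; amount: 10000 AH1F cells/well; medium: DMEM, 2% serum; reagent: Alexa488-fibronectin, 24 nM final in well; dosing: single compound dose, delivered by pin transfer; incubation: 1 h adhesion, overnight exposure; detection: fluorescence after three HBSS washes, excitation 485 nm, emission 525 nm; measure: fibronectin deposition inhibition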
EWS-Fli inh – blocks EWS/Fli oncoprotein-driven transcription | A673 NR0B1-luciferase reporter, viability-normalised | inhibition, % at 12.6 µM | 0.67% of 350,000 active | AID 651661;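 active = mean inhibition of at least 50% after viability correction, with every replicate also passing that limit; inconclusive = mean reaches 50% but only one of two replicates passes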;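 also: firefly luciferase signal divided by Alamar Blue viability fluorescence both relative to DMSO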
The depositor's hits bear a star; ? = inconclusive; . = no result given; [ ] = another dose, or the depositor's remark.

[1] CCOC(=O)c1cnc(SCC(=O)NCc2ccco2)nc1N
[2] Cc1ccc[n+](CC2OCc3ccccc3CO2)c1
[3] Nc1nc(SCc2c(Cl)cccc2Cl)n[nH]1
[4] COc1ccc(S(=O)(=O)Nc2ccc3c(c2)C(=O)N([C@H](C)CO)C[C@@H](C)[C@@H](CN(C)Cc2ccc(Cl)c(Cl)c2)O3)cc1
[5] Cc1cc(-c2nnc(CCC(=O)NC(C)c3ccc(F)cc3)o2)no1 (configuration not stated)
[6] COC(=O)c1nnn(-c2nonc2N)c1CSc1ccccn1
[7] CN(C(=O)c1ccc(NC(=O)Cc2cccc(NC(=O)C3CCCN(C(=O)C4CC4)C3)c2)cc1)C1CC1 (configuration not stated)
[8] O=C(O)c1ccc(COc2ccccc2/C=C2\NC(=O)N(Cc3ccccc3)C2=O)cc1
Compound,1,2,3,4,5,6,7,8
miR122 inh,5,.,34,-11[16.7 µM],.,-6,.,3
LGR2 inh,.,-4,.,2,1,2,21,3
Cneo AK release,-2,.,3,1,.,-1,-5,.
PGC1a acetyl inh,-4,.,8,9,.,-3,.,-1
PAX8 inh HTS,-15,2,7,.,14,.,-29,2
CASP6 VEID inh,.,0,.,0,-1,.,1,4
FN deposition inh,-4,12,-3,.,27,.,3,3
EWS-Fli inh,.,-7,.,15,-20,.,-17,11

Shown with two lines to a compound: part of the list above
The line under a structure holds: miR122 inh	LGR2 inh	Cneo AK release	PGC1a acetyl inh	PAX8 inh HTS	CASP6 VEID inh	FN deposition inh	EWS-Fli inh
8. O=C(O)c1ccc(COc2ccccc2/C=C2\NC(=O)N(Cc3ccccc3)C2=O)cc1
→ 3	3	.	-1	2	4	3	11
5. Cc1cc(-c2nnc(CCC(=O)NC(C)c3ccc(F)cc3)o2)no1 (configuration not stated)
→ .	1	.	.	14	-1	27	-20
1. CCOC(=O)c1cnc(SCC(=O)NCc2ccco2)nc1N
→ 5	.	-2	-4	-15	.	-4	.
2. Cc1ccc[n+](CC2OCc3ccccc3CO2)c1
→ .	-4	.	.	2	0	12	-7

Next section.
[9] Cc1ccc(NC(=O)CCCN2C(=O)/C(=C/C=C/c3ccccc3)SC2=S)cc1
[10] CC(C)NC(=O)Nc1ccc2c(c1)C(=O)N([C@H](C)CO)C[C@H](C)[C@H](CN(C)C(=O)Nc1ccc(C(F)(F)F)cc1)OCCCC[C@H](C)O2
[11] CC(=O)NCC(=O)N1CCC(n2nccc2NC(=O)CCCc2ccccc2)CC1
[12] CCOCc1[nH]c(=S)[nH]c(=O)c1Cc1ccc(OCC)cc1
[13] C[C@H](CO)N1C[C@H](C)[C@H](CN(C)C(=O)Nc2ccccc2)Oc2c(cccc2N(C)C)C1=O
[14] O=c1[nH]c(N/N=C/c2ccccc2)nc2ccccc12
[15] COc1ccccc1NC(CC(=O)c1ccccc1)C(=O)OCC(=O)c1ccc(C)cc1 (configuration not stated)
[16] O=c1[nH]c2ccccc2n2cnnc12
Compound,9,10,11,12,13,14,15,16
miR122 inh,-1,20[16.7 µM],-8,.,26[16.7 µM],-10,.,-7
LGR2 inh,2,0,-41,6,-3,-22,-51,0
Cneo AK release,-1,2,0,.,0,.,.,.
PGC1a acetyl inh,9,-12,.,-5,1,10,.,-5
PAX8 inh HTS,6,42,-30,-3,-4,.,13,-8
CASP6 VEID inh,.,-1,1,3,2,.,3,-2
FN deposition inh,2,.,4,-7,-10,5,0,2
EWS-Fli inh,.,10,-54,-1,-1,.,-36,2

Reprinted from the part before: two entries; new compounds follow.
[15] COc1ccccc1NC(CC(=O)c1ccccc1)C(=O)OCC(=O)c1ccc(C)cc1 (configuration not stated)
[16] O=c1[nH]c2ccccc2n2cnnc12
[17] C=C(C)C1CC=C(C)/C(=N/NC(=O)COc2ccccc2Cl)C1 (configuration not stated)
[18] Cn1nc(C(=O)Nc2nc(-c3ccc(F)cc3)cs2)ccc1=O
[19] COc1ccc(S(=O)(=O)Nc2ccc3c(c2)C(=O)N([C@@H](C)CO)C[C@@H](C)[C@@H](CN(C)S(C)(=O)=O)OCCCC[C@@H](C)O3)cc1
[20] Cn1c(=NC(=O)CS(=O)(=O)c2ccccc2)sc2cc([N+](=O)[O-])ccc21
[21] Cc1ccc(CSc2nsc(C)c2C#N)cc1
[22] COc1ccc(S(=O)(=O)N2CC[C@@H]3[C@H](CO)N(C)c4ccc(-c5ccc(F)cc5)cc4[C@@H]32)cc1
[23] O=C1CCN(C(=O)CSc2ccc(Cl)cc2)N1
[24] COc1ccc(CN2CCNC(=O)C2CC(=O)NC2CCCCCC2)cc1C (configuration not stated)
Compound,15,16,17,18,19,20,21,22,23,24
miR122 inh,.,-7,.,-5,4[16.7 µM],.,0,?,.,-2
LGR2 inh,-51,0,.,-3,-8,-11,-27,-18,2,-16
Cneo AK release,.,.,.,2,-2,.,1,-18,.,-1
PGC1a acetyl inh,.,-5,.,-8,-2,.,3,1,.,-9
PAX8 inh HTS,13,-8,4,-14,8,-16,-14,?,4,4
CASP6 VEID inh,3,-2,1,-1,0,-1,-1,0,-6,1
FN deposition inh,0,2,-5,-2,.,8,-1,-25,-8,3
EWS-Fli inh,-36,2,0,-4,-13,-14,-30,46,9,.

[25] O=C(c1ccncc1)N1c2ccccc2Sc2ccccc21
[26] C[C@@H]1CN([C@H](C)CO)S(=O)(=O)c2ccc(C#CCC3CCCC3)cc2O[C@@H]1CN(C)C(=O)c1cnccn1
[27] Cc1cc(N2CCN(C(=O)OC(C)(C)C)C[C@@H]2C)ccc1N1C[C@@H](C)O[C@@H](C)C1
[28] Cn1c(=O)c2c(ncn2CC(=O)N(Cc2ccccc2)c2ccccn2)n(C)c1=O
[29] CC(=O)N1CCc2cc([N+](=O)[O-])ccc21
[30] CCn1c(C)nnc1SCC(=O)Nc1ccc(C(C)=O)cc1
[31] CCCOc1ccccc1/C=N/NC(=O)C1CC1
[32] NS(=O)(=O)c1ccc(NC(=O)COC(=O)C2(c3ccc(F)cc3)CCCC2)cc1
Compound,25,26,27,28,29,30,31,32
miR122 inh,3,-13[16.7 µM],.,-2,0,.,-2,-2
LGR2 inh,16,-17,8,.,-9,2,-1,-2
Cneo AK release,-3,-3,.,0,1,0,8,5
PGC1a acetyl inh,.,-11,.,-3,0,.,1,6
PAX8 inh HTS,43,.,1,8,5,-13,4,22
CASP6 VEID inh,-5,2,0,.,0,1,-1,3
FN deposition inh,8,20,2,-4,6,0,4,-3
EWS-Fli inh,-4,11,14,.,4,6,3,-15

[33] C/C=C/c1ccccc1[C@H]1[C@H](C#N)N(C(=O)c2cccnc2)[C@H]1CO
[34] CSc1ccccc1OCc1cc(C(=O)NCCn2ccnc2C)no1
[35] CC1(C)CC(=O)C=C(c2n[nH]nc2C2CC2)C1
[36] O=C(Nc1ccon1)c1nc[nH]c1C(=O)N1CCN(c2ccccc2)CC1
[37] C[C@@H]1CN([C@@H](C)CO)C(=O)Cc2cc(NC(=O)Nc3cccc4ccccc34)ccc2O[C@H]1CN(C)C(=O)Nc1cccc2ccccc12
[38] CO[C@@H]1CN(C)C(=O)c2ccc(NC(C)=O)cc2OC[C@@H](C)N(C(=O)C2CCC2)C[C@H]1C
[39] Cc1cc(=O)oc2cc(OCC(=O)OCC(=O)NC3CC3)ccc12
[40] CC(/C=C1\SC(=S)N(NC(=O)c2cccc(O)c2)C1=O)=C\c1ccccc1
Compound,33,34,35,36,37,38,39,40
miR122 inh,.,-5,0,-3,.,.,-3,-1
LGR2 inh,-13,6,-7,6,8,-11,.,-2
Cneo AK release,.,-1,-1,1,.,1,28,-3
PGC1a acetyl inh,-5,1,.,2,7,11,9,9
PAX8 inh HTS,8,.,8,-14,.,-13,1,-5
CASP6 VEID inh,0,-5,4,-1,-1,3,1,0
FN deposition inh,-4,-5,4,6,.,-4,5,8
EWS-Fli inh,-5,-2,1,-7,2,6,8,5

[41] C[C@@H]1CCCCO[C@@H](CN(C)S(=O)(=O)c2cn(C)cn2)[C@H](C)CN([C@@H](C)CO)C(=O)c2cc(NC(=O)c3ccccc3)ccc2O1
[42] O=C(CN1CCCCC1)N1CCc2ccccc21
[43] O=C1Nc2cc(C(=O)N3CCOCC3)ccc2S/C1=C/c1ccccc1F
[44] N#Cc1ccccc1Cn1cc(/C=C/[N+](=O)[O-])c2ccccc21
[45] CNCCCC1Sc2ccccc2Oc2ccccc21 (configuration not stated)
[46] CC(=O)c1ccc(NS(=O)(=O)c2ccc3ccccc3c2)cc1
[47] C[C@H]1CN([C@@H](C)CO)C(=O)c2cc(NS(=O)(=O)c3ccccc3)ccc2O[C@@H]1CN(C)Cc1ccc(C(=O)O)cc1
[48] CN(C)C1=NCCN1CCCC1CCCCC1
Compound,41,42,43,44,45,46,47,48
miR122 inh,-7[16.7 µM],.,-6,-6,-22,21,-4[16.7 µM],7
LGR2 inh,-2,0,-12,69*,.,0,6,-32
Cneo AK release,3,3,3,1,2,5,1,4
PGC1a acetyl inh,-5,.,-12,.,-4,5,-9,-3
PAX8 inh HTS,6,1,15,-7,29,.,.,11
CASP6 VEID inh,0,1,-1,-2,.,.,0,-3
FN deposition inh,7,1,10,-3,1,.,-14,-8
EWS-Fli inh,-16,-7,-2,15,.,.,-7,10

[49] Cn1nnc2cc(C(=O)Nc3ccccc3F)ccc21
[50] CCN(C(=O)c1c(OC)cccc1OC)c1nnc(-c2cccnc2)s1
[51] O=C(NCC[C@@H]1CC[C@@H](NS(=O)(=O)c2ccccc2)[C@H](CO)O1)c1ccccc1F
[52] CCOc1ccc(NC(=O)C2CCN(c3nnnn3-c3ccccc3)CC2)cc1
[53] CCc1ccc(-n2c(=O)c3ccccc3n3c(=S)[nH]nc23)cc1
[54] COC(C[C@@H](O)CC(=O)[C@H](C)OCc1ccccc1)OC
[55] COc1ccc(C2(C)C(C#N)C(=O)NC(=O)C2C#N)cc1 (configuration not stated)
[56] O=c1c2c3c(sc2nc2n1CCC2)CCCC3
[57] CCCn1nc(C(=O)NNC(=O)c2ccc(C)c(C)c2)c2ccccc2c1=O
[58] COc1cc(C(=S)N2CCCC2)ccc1OCC(N)=O
Compound,49,50,51,52,53,54,55,56,57,58
miR122 inh,-13,-3,.,-15,-4,17,.,-32,.,.
LGR2 inh,-26,.,-7,.,2,3,0,-2,-3,-5
Cneo AK release,.,2,-4,-1,1,8,3,-11,.,0
PGC1a acetyl inh,.,11,12,-3,1,.,2,-9,.,.
PAX8 inh HTS,-92,15,-1,6,-5,8,0,-16,4,-15
CASP6 VEID inh,-5,.,-2,.,-4,0,-3,1,-2,-1
FN deposition inh,-7,3,1,2,-10,0,5,-6,-2,5
EWS-Fli inh,-77,.,9,.,2,7,-3,-11,-3,-1

Screens: PubChem, Broad Institute
